Growth percent in the NCI-60 one-dose screen (48 h, 10 µM unless noted): 100 = growth as untreated, 0 = no growth, -100 = all killed.
SR = SR leukemia cells | 8.7% of 73,000 active | AID 1794780
MDA-MB-468 = MDA-MB-468 breast cancer; 8.5% of 78,000 active
CCRF-CEM = CCRF-CEM leukemia; 7% of 77,000 active; AID 1794778
MCF7 = MCF7 breast cancer; 6.3% of 82,000 active
RPMI-8226 = RPMI-8226 leukemia cells; 7.5% of 77,000 active
MDA-MB-231 = MDA-MB-231 breast cancer; 5% of 81,000 active; AID 1794789
K-562 = K-562 leukemia. 7.4% of 78,000 active. AID 1794777
MOLT-4 = MOLT-4 leukemia cells | AID 1794779 | 6.9% of 80,000 active
* hit, by the source's call; . = no result given; & = joins results of further samples. The calls were made as follows: active = growth percent below 10; inactive = the rest.

SMILES	SR	MDA-MB-468	CCRF-CEM	MCF7	RPMI-8226	MDA-MB-231	K-562	MOLT-4
CCC(C)C(N)C(=O)NNc1n[nH]c(=S)n1N (configuration not stated)	100	104	100	97	100	101	102	101
CC(C)Sc1nc(N)nc2c1ncn2C1OC(CO)C(O)C1O (configuration not stated)	90	101	90	105	93	113	.	91
Cc1ccc(N=Nc2c(N)nn3c(-c4ccc(Cl)cc4)c(-c4nc5ccccc5s4)c(N)nc23)cc1	114	98	92	91	109	100	111	110
CN1C(=O)c2cccn2Cc2ccccc21	85	115	94	106	100	113	88	86
O=C(Cn1c2c(c3ccccc31)CCCC2)Nc1ccc(-c2nc3ccccc3s2)cc1	89	-19*	93	31	116	96	74	99
COc1c2c(cc3occc13)O/C(=C\c1ccccc1)C2=O	114	93	92	90	90	82	126	114
CC(C)OC(=O)c1ccc([N+](=O)[O-])cc1	102	.	103	117	98	102	117	113
Clc1nc2ccccc2cc1-c1nnc(-c2cccnc2)o1	103	94	105	98	112	109	99	97
COc1ccc(Cl)cc1NC(=O)c1cc2c([nH]1)-c1nc(N)sc1CC2	90	105	100	100	112	111	79	89
Nc1nc(-c2cc3c(cc2Cl)NC(=O)/C3=C/c2ccc(O)cc2)cs1	45	65	42	37	51	83	42	47
S=C(NCc1ccccc1)Nc1ccccc1	89	116	89	111	92	100	86	82
Cc1ccc(-c2cc(-c3nnc(SC/C(=N/O)c4ccccc4)o3)c3ccccc3n2)cc1	80	101	104	89	95	117	97	84
CCOC(=O)[C@@H]1CSC=C(C(=O)O)N1	91	103	103	97	96	111	95	98
Cc1[nH]c(C2CC(c3cccs3)=NN2c2ccc(Cl)cc2)c(C)c1C(=O)O (configuration not stated)	104	106	98	91	102	99	92	92
CCN(CC)CCCC(C)Nc1ccnc2c1ccc1c(NC(C)CCCN(CC)CC)ccnc12 (configuration not stated)	98	52	107	97	92	.	94	94
CC1(C)CCCC(C)(C)C1O	112	99	45	104	108	108	121	119
NC(=O)c1[nH]cnc1N	90&105	115	103&140	94&86	104&158	112&112	106&113	98&105
O=C(O)c1ccc(OCCOc2ccccc2)cc1	103	94	92	96	89	122	86	109
O=[N+]([O-])c1cc(S(=O)(=O)Oc2ccccc2)ccc1Cl	1.3*	-78*	-22*	-64*	17	41	1.2*	19
COc1ccc(CNc2ccc3nc(CCC(C)C)[nH]c3c2)cc1	94	96	95	95	89	98	83	90
CC1=C(CC(=O)OCC(=O)NC2CCC(S/N=C(N)/N=C(\N)N(C)C)CC2)c2cc(F)ccc2/C1=C\c1ccc(S(C)=O)cc1 (configuration not stated)	107	108	99	105	99	114	103	101
CC1(CCl)Nc2ccccc2C(=O)N1c1ccc(Cl)cc1 (configuration not stated)	99	98	98	86	99	95	116	98
COc1ccc(CN2CCc3c(NCc4ccccc4)nc(N)nc3C2=O)c(OC)c1	64	85	93	69	51	84	58	78
Clc1cc(Cl)c2c(c1)C=C1CSCC3=Cc4cc(Cl)cc(Cl)c4OC13O2	95	96	101	98	99	97	98	98
Nc1cc(Cl)c(O)c(Cl)c1	110	107	102	108	94	119	118	108
Cc1ccc(S(=O)(=O)NC(=O)NCCSSCCNC(=O)NS(=O)(=O)c2ccc(C)cc2)cc1	107	98	99	103	100	116	103	110
O=c1c2c3c(sc2n2c(-c4cn(-c5ccccc5)nc4-c4ccc(Cl)cc4)nnc2n1Cc1ccccc1)CCCC3	.	.	81	75	94	80	90	85
O=S(=O)(Nc1ncccn1)c1ccc(-n2c(-c3ccccc3O)nc(-c3ccccc3)c2-c2ccccc2)cc1	88	122	93	90	88	103	97	104
COc1cc(CNC(=O)/C=C/C=C/c2ccc3c(c2)OCO3)ccc1OCc1cn(-c2ccc(F)cc2)nn1	112	79	101	73	85	77	82	105
Cc1cn(CC(C)C)c(=O)n(-c2ccccc2)c1=O	120	.	97	92	110	117	114	89
COc1cc(Cn2c(-c3ccccc3)cc3c2-c2oncc2CC3)cc(OC)c1	2.1*	-21*	11	14	35	5.4*	9.9*	12
CCOC(=O)c1cc2ccc(OCC(=O)N3CCOCC3)cc2oc1=O	114	104	99	94	104	114	99	92
O=c1[nH]c2ccc(Cl)cc2cc1CSc1nccc(-c2ccc3ccccc3c2)n1	80	65	87	81	88	87	80	79
O=C(Nc1nc(-c2ccc(Br)cc2)cs1)c1cc(-c2ccc(Cl)cc2)nc2ccccc12	74	63	55	55	60	75	44	55
O=C(Nc1ccc(S(=O)(=O)O)cc1)c1ccc([N+](=O)[O-])cc1	140	121	93	101	102	105	105	178
CC(C)C(=O)NC1CCCCC1	111	97	107	98	106	112	107	115
O=C1CC(=O)N(c2cn3c(-c4ccccc4)csc3n2)N1	83	102	99	86	93	86	94	101
OC(CNCC1CCCO1)Cn1c2ccc(Cl)cc2c2cc(Cl)ccc21 (configuration not stated)	13	63	50	39	70	52	11	21
Clc1ccc(C2=CSCCS2)cc1	100	113	96	105	106	91	112	106
O=[N+]([O-])c1ccc(C2Oc3ccc(Br)cc3C3CC(c4cccs4)=NN32)cc1 (configuration not stated)	92	100	83	76	78	91	80	84
Cc1cn(C2CC(O)C(O)C(CO)O2)c(=O)[nH]c1=O (configuration not stated)	.	100	.	98	.	109	108	100
COc1ccc(C(=O)C2C(c3ccc(OC)cc3)C3CCCN3C23C(=O)Nc2ccccc23)cc1 (configuration not stated)	94	111	100	101	92	94	88	90
C/C(=N\N=C1\SCC(=O)N1c1ccccc1)c1cc2ccccc2oc1=O	100	103	116	87	102	100	93	107
COc1cc(-c2nc(C(=O)NCC(=O)O)nn2-c2ccc(Cl)cc2)cc(OC)c1OC	106	113	84	96	99	106	89	100
COc1c(O[C@@H]2OC(CO)[C@@H](O)[C@H](O)C2O)cc2oc3cc(O)c(CC=C(C)C)c(O)c3c(=O)c2c1CC=C(C)C (some centres not stated)	98	111	95	98	103	102	86	97
CN(Cc1ccccc1)S(=O)(=O)/N=C1\NC(=O)NC1=C(Cl)Cl	-0.4*	22	-13*	13	-1.1*	-2.3*	1.1*	10
CCn1cc(C(=O)O)c(=O)c2cc(F)c(N3CCN(CC(=O)Nc4ccc(/C(C)=N/OC)cc4)CC3)cc21	83	102	105	94	105	86	92	96
CC(=O)c1cc(Cl)ccc1O	104	97	100	105	105	100	103	101
CC1(CO)CCCC12OCCO2 (configuration not stated)	93	102	97	95	100	104	100	107
O=S(=O)(CS(=O)(=O)c1ccccc1)c1ccccc1	84	110	110	104	117	108	97	87
COc1cc(/C=C2\CC/C(=C\c3ccc(OCCn4ccnc4)c(OC)c3)C2=O)ccc1OCCn1ccnc1	64	39	66	65	51	101	.	55
Cc1nc2ccccc2n1CC1C(=O)CC(C)(C)CC1=O	.	96	111	97	113	109	113	98
Cc1ccc(C(=O)c2ccc3nc(-c4ccc(O)cc4)n(C)c3c2)cc1	98	98	113	99	108	107	100	106
C(=C(\C1=NCCN1)n1cnc2ccccc21)/c1cccc2ccccc12	85	81	91	57	87	81	85	93
COc1ccc(NC(=O)Nc2cccc(-c3cc(=O)c4c(OC)c(OC)c(OC)cc4o3)c2)cc1	61	79	41	61	31	59	33	60
COc1ccc(OC)c(CCn2cncc2-c2c[nH]c3cc(F)ccc23)c1	26	23	68	55	41	71	24	65
N#C/C(=C\c1ccc(-c2cccc(Cl)c2)o1)c1ccccc1	92	80	102	48	93	78	113	96
CN1CCCN(C(c2ccccc2)c2ccc(Br)cc2)CC1 (configuration not stated)	4.9*	.	97	37	84	49	20	56
NS(=O)(=O)c1ccc(N2C(=O)/C(=C/c3coc4ccccc4c3=O)N=C2c2ccc(Cl)cc2)cc1	62	90	97	92	89	111	103	95
O=C(O)CCNC(=O)c1ccccc1	.	104	91	.	111	119	98	88
(list continues)
SMILES	SR	MDA-MB-468	CCRF-CEM	MCF7	RPMI-8226	MDA-MB-231	K-562	MOLT-4
CCN1/C(=C/C=C/C=C/c2sc3ccccc3[n+]2CC)Sc2ccccc21	.	-81*	9.0*	-44*	-21*	8.5*	-46*	-32*
CN(C)CC1C(=O)O[C@H]2[C@H]1CC/C(COC(=O)c1cc3ccccc3[nH]1)=C\CC[C@@]1(C)O[C@@H]21 (some centres not stated)	-14*	-60*	1.1*	-42*	-16*	-41*	-11*	.
CC(C)(C)c1nn(-c2ccccc2)c2c1CC1(CN2Cc2ccc(Cl)cc2)C(=O)c2ccccc2C1=O	.	88	66	82	59	83	81	.
N#CC(C#N)N=Nc1ccccc1C(=O)O	109	97	100	96	105	103	102	102
CC(=O)N1[Se][C@@H]2[C@H]([Se]1)[C@@H](NC(=O)c1ccc(Br)cc1F)C(=O)CC1=CC(C)(O)C=C(CC(=O)[C@H]2NC(=O)c2ccc(Br)cc2F)O1 (some centres not stated)	90	.	99	94	.	119	72	96
[N-]=[N+]=Nc1ccc(-c2cc3cnc4ccccc4c3oc2=O)cc1	103	103	79	94	102	103	95	101
O=S(=O)(/N=C1C=C/C(=N\S(=O)(=O)c2ccccc2)c2ccccc2\1)c1ccccc1	107	79	72	84	78	98	92	87
CCOC(=O)c1ccc(Cc2ccc(C(=O)OCC)o2)o1	94	102	96	99	100	99	82	85
COC(=O)c1cc([N+](=O)[O-])c(C)c(C)n1	100	101	89	87	94	120	98	104
Cc1ccc(S(=O)(=O)OC2CCN(C(=O)OCc3ccccc3)CC2)cc1	97	88	101	103	98	110	139	100
O=C(NC1C(O)OC(CO)C(O)C1O)NS(=O)(=O)c1ccc([N+](=O)[O-])cc1 (configuration not stated)	99	110	100	100	97	110	100	110
N#CC(Cc1ccccc1)c1ccccc1 (configuration not stated)	103	87	104	103	104	110	109	105

Some of these compounds in order of number of heavy atoms, high to low:
SMILES	SR	MDA-MB-468	CCRF-CEM	MCF7	RPMI-8226	MDA-MB-231	K-562	MOLT-4
CC(=O)N1[Se][C@@H]2[C@H]([Se]1)[C@@H](NC(=O)c1ccc(Br)cc1F)C(=O)CC1=CC(C)(O)C=C(CC(=O)[C@H]2NC(=O)c2ccc(Br)cc2F)O1 (some centres not stated)	90	.	99	94	.	119	72	96
COc1cc(/C=C2\CC/C(=C\c3ccc(OCCn4ccnc4)c(OC)c3)C2=O)ccc1OCCn1ccnc1	64	39	66	65	51	101	.	55
CC(C)(C)c1nn(-c2ccccc2)c2c1CC1(CN2Cc2ccc(Cl)cc2)C(=O)c2ccccc2C1=O	.	88	66	82	59	83	81	.
COc1ccc(NC(=O)Nc2cccc(-c3cc(=O)c4c(OC)c(OC)c(OC)cc4o3)c2)cc1	61	79	41	61	31	59	33	60
CN(C)CC1C(=O)O[C@H]2[C@H]1CC/C(COC(=O)c1cc3ccccc3[nH]1)=C\CC[C@@]1(C)O[C@@H]21 (some centres not stated)	-14*	-60*	1.1*	-42*	-16*	-41*	-11*	.
O=S(=O)(/N=C1C=C/C(=N\S(=O)(=O)c2ccccc2)c2ccccc2\1)c1ccccc1	107	79	72	84	78	98	92	87
Cc1ccc(S(=O)(=O)OC2CCN(C(=O)OCc3ccccc3)CC2)cc1	97	88	101	103	98	110	139	100
C(=C(\C1=NCCN1)n1cnc2ccccc21)/c1cccc2ccccc12	85	81	91	57	87	81	85	93
[N-]=[N+]=Nc1ccc(-c2cc3cnc4ccccc4c3oc2=O)cc1	103	103	79	94	102	103	95	101
CN1CCCN(C(c2ccccc2)c2ccc(Br)cc2)CC1 (configuration not stated)	4.9*	.	97	37	84	49	20	56
CCOC(=O)c1ccc(Cc2ccc(C(=O)OCC)o2)o1	94	102	96	99	100	99	82	85
O=S(=O)(CS(=O)(=O)c1ccccc1)c1ccccc1	84	110	110	104	117	108	97	87
N#CC(C#N)N=Nc1ccccc1C(=O)O	109	97	100	96	105	103	102	102
COC(=O)c1cc([N+](=O)[O-])c(C)c(C)n1	100	101	89	87	94	120	98	104
O=C(O)CCNC(=O)c1ccccc1	.	104	91	.	111	119	98	88

Another view of two compounds above:
| Molecule | SR | MDA-MB-468 | CCRF-CEM | MCF7 | RPMI-8226 | MDA-MB-231 | K-562 | MOLT-4 |
| --- | --- | --- | --- | --- | --- | --- | --- | --- |
| CCN1/C(=C/C=C/C=C/c2sc3ccccc3[n+]2CC)Sc2ccccc21 | . | -81* | 9.0* | -44* | -21* | 8.5* | -46* | -32* |
| CC1(C)CCCC(C)(C)C1O | 112 | 99 | 45 | 104 | 108 | 108 | 121 | 119 |

Screening data deposited in PubChem by NCI.
